Bioassay records deposited in PubChem BioAssay by The Scripps Research Institute Molecular Screening Center.
hgDAF-12 ag: activates the H. glycines DAF-12 receptor ligand-binding domain | activation, % at 6.8 µM | 370,000 tested, 1.8% active | HEK293 GAL4-hgDAF12 UAS-luciferase reporter, agonist luminescence; normalized to butyrate control;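 active = activation above a cutoff set at the mean of all screened compounds plus 3 SD, cut at about 10% in these data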;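 note: 0% = DMSO wells and 100% = sodium butyrate wells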
ADAM10 inh: ADAM10 inhibition, QFRET primary screen | recombinant ADAM10, EDANS/DABCYL FRET peptide cleavage, 3 h | 370,000 tested, 0.62% active | inhibition, % at 7 µM | AID 720582 | O14672;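 active = inhibition above a per-campaign cutoff equal to the mean of compounds falling between control-based bounds plus 3 SD, cut at about 20% in these data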;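 note: 0% = DMSO wells while the 100% control is not disclosed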
FXN GAA850 act: activators of GAA850 frataxin (FXN) promoter; HEK293 lucGAA850 FXN promoter luciferase reporter, 24 h; percent of 10 µM SAHA response; activation, % at 6 µM; 360,000 tested, 0.56% active;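 active = activation above the average of all compounds screened plus 3 SD, cutoff fixed separately per campaign, cut at about 7.5% in these data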;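 note: 0% = DMSO wells and 100% = 10 µM SAHA wells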
hcDAF-12 act: H. contortus DAF-12 activation, primary screen | HEK293 hcDAF-12 lit1-tk-luc reporter, luminescence; 0% DMSO, 100% Δ7-dafachronic acid | activation, % at 6.8 µM | 370,000 tested, 1.4% active | AID 652067;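 active = activation above the mean of all tested compounds plus 3 SD, cut at about 5.5% in these data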;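 note: 100% = response to 3 µM Δ7-dafachronic acid high control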
HGIII-sPLA2 inh: Blocks human group III sPLA2 activity. 370,000 tested, 0.56% active. AID 743126. inhibition, % at 12.2 µM. Q9NZ20. QFRET BODIPY PC-A2 liposome hydrolysis, fluorescence;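 active = inhibition above mean plus 3 SD of compounds lying within the high and low control bounds, cut at about 19% in these data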;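 note: 0% = median of test compound wells and 100% = no enzyme DMSO wells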
PLCg1 inh: blocks human PLC-gamma1 enzyme activity; AID 720700; P19174; 370,000 tested, 0.84% active; purified PLC-gamma1, fluorogenic substrate, fluorescence; inhibition, % at 12.2 µM; in the data active = inhibition above about 9.5%
DAX1 inh-1: inhibits human nuclear receptor DAX1 | P51843 | AID 504766 | inhibition, % at 6.75 µM | 340,000 tested, 0.99% active | HEK293 Gal4-DAX1 luciferase reporter, luminescence;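 active = inhibition above the mean over all tested compounds plus 3 SD, cut at about 4.2% in these data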;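 note: 0% = DAX1-transfected cells with DMSO and 100% = empty-vector control cells with DMSO; inhibition shows as a rise in luminescence from relieved DAX1 repression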
PLCb3 inh: blocks human PLC-beta3 enzyme activity; Q01970; Purified PLC-beta3, fluorogenic substrate, fluorescence; inhibition, % at 12.2 µM; 370,000 tested, 0.18% active; in the data active = inhibition above about 11%;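 note: 0% = median of compound wells on plate and 100% = full blocker control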
ADAM17 inh: inhibitors of human ADAM17 | recombinant ADAM17, EDANS/DABCYL FRET peptide cleavage | inhibition, % at 6.95 µM | 370,000 tested, 0.83% active;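 active = inhibition above the mean of compounds lying between control limits plus 3 SD, set per campaign, cut at about 8.5% in these data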;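 note: 0% = DMSO-only wells as the low control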
ssDAF12 agonist: activators of S. stercoralis DAF-12 nuclear receptor. HEK293 ssDAF-12/GRIP1 lit1-tk-luc reporter, luminescence; % of 3 µM dafachronic acid response. activation, % at 6.8 µM. 370,000 tested, 1% active. AID 652126;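 active = activation above the mean over all tested compounds plus 3 SD, cut at about 0.9% in these data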;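 note: 0% = DMSO-only wells and 100% = 3 µM delta7-dafachronic acid wells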
DAX1 inh-2: DAX1 (NR0B1) inhibition, primary screen; AID 652010; 370,000 tested, 1.1% active; inhibition, % at 6.8 µM; HEK293T StAR-luciferase reporter, SF-1/DAX-1 repression relief;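 active = inhibition above the mean over all tested compounds plus 3 SD, cut at about 3.6% in these data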;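 note: 0% = DAX-1 cells with DMSO and 100% = cells lacking DAX-1 with DMSO; higher inhibition means more luminescence from relief of DAX-1 repression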
* = called active by the depositor; · = no result given. An unsorted share of the library; about 6.9% have a hit in one of these screens.

| no. | Molecule | hgDAF-12 ag | ADAM10 inh | FXN GAA850 act | hcDAF-12 act | HGIII-sPLA2 inh | PLCg1 inh | DAX1 inh-1 | PLCb3 inh | ADAM17 inh | ssDAF12 agonist | DAX1 inh-2 |
| --- | --- | --- | --- | --- | --- | --- | --- | --- | --- | --- | --- | --- |
| 1 | CCn1cc(C(=O)NCCCO)c(=O)c2cc(F)c(N3CCN(C)CC3)cc21 | 0.0 | -149.1 | -0.7 | -1.5 | 0.1 | -27.2 | 1.1 | -40.0 | -54.2 | -1.5 | 0.1 |
| 2 | CC1CCN(C(=O)c2ncn(C)c2C(=O)N2CCC(C)CC2)CC1 | 0.0 | -1.2 | 1.3 | -1.8 | 13.1 | -1.2 | -1.4 | 0.3 | -6.2 | -1.1 | 0.4 |
| 3 | Cc1cc(NC(=O)CSc2nc3cc(C)c(C)cc3cc2C)no1 | 0.0 | 2.4 | -2.5 | -0.9 | -4.6 | 1.4 | -0.1 | -5.3 | -0.6 | -1.8 | -0.1 |
| 4 | CC(=O)c1ccc(-c2cnc3c(NC=O)cc(-c4cccc(C(=O)N(C)C)c4)cn23)cc1 | 1.5 | -125.0 | -2.0 | -2.6 | 9.6 | -301.5 | · | -438.7 | -33.6 | -1.8 | -2.2 |
| 5 | CC(C)Cc1ccc(C(C)C(=O)OCC(=O)c2c[nH]c3ccccc23)cc1 (configuration not stated) | -2.4 | -0.3 | 2.9 | 0.7 | -13.4 | 0.9 | 2.6 | -0.4 | 0.7 | -0.3 | 0.0 |
| 6 | O=C(CSCCOc1ccccc1)NCc1ccncc1 | -1.6 | -6.5 | 3.3 | 0.1 | 1.8 | -0.3 | -0.6 | -6.2 | -4.7 | -0.9 | -0.1 |
| 7 | CCOC(=O)c1cnn(CCOC(=O)c2ccccc2)c1NC(=O)c1ccccc1 | -0.1 | 0.5 | -2.1 | -1.4 | -4.7 | -2.1 | -0.5 | -0.3 | -1.4 | -1.2 | -0.4 |
| 8 | COCCCNC(=O)C[C@H]1C[C@@]2(C(=O)OC)C(=C[C@H](COCc3ccccc3)O[C@@H]2C)N(Cc2ccccc2)C1=O | 1.7 | 0.2 | · | -0.4 | 0.5 | 2.9 | · | 5.9 | 1.7 | -1.5 | 0.7 |
| 9 | CCOC(=O)N1CCN(C(=O)CSCc2ccccc2)CC1 | 9.4 | -4.0 | 2.9 | 2.5 | -1.1 | 1.8 | -0.5 | 0.4 | -0.6 | -0.3 | 0.9 |
| 10 | CCOc1ccccc1CN1CCN(Cc2ccc3cc(F)ccc3n2)CC1CCO (configuration not stated) | 2.5 | -8.8 | 2.0 | 5.0 | 0.4 | -3.8 | 5.4* | -12.9 | -7.4 | 0.1 | 0.1 |
| 11 | Cc1ccc(NC(=O)CSc2n[nH]c(C)c2[N+](=O)[O-])cc1 | -0.7 | 1.0 | 0.1 | 0.5 | -22.2 | 3.5 | -0.7 | 4.8 | -2.5 | -1.1 | -0.2 |
| 12 | O=C(CSc1ncn(-c2ccccc2)n1)Nc1nc(-c2ccccc2)cs1 | 2.5 | 1.9 | -0.6 | -0.9 | -19.1 | 1.2 | 1.3 | -0.4 | 0.0 | -0.8 | -0.5 |
| 13 | O=C(NCCN1CCOCC1)c1ccc(=O)n(Cc2ccc(Cl)cc2)c1 | 0.9 | -12.2 | 0.6 | 0.6 | -4.4 | -3.3 | 1.2 | 3.6 | 1.9 | -0.9 | 0.5 |
| 14 | COc1cc(C(=O)NCC2CCCO2)ccc1OCc1c(C)noc1C (configuration not stated) | 0.4 | 4.7 | 0.9 | -0.2 | 10.4 | 2.2 | 0.8 | 5.2 | -1.3 | -1.2 | 0.7 |
| 15 | NC(=O)c1ccc(Cn2c(C(=O)c3ccc(Cl)cc3)c3ccccc3[n+]2[O-])cc1 | 0.8 | 0.0 | 3.0 | 5.7* | 6.2 | -0.8 | 0.3 | 0.0 | -3.7 | -0.5 | 0.4 |
| 16 | CCCCN(C(=O)CSc1nnc(-c2ccco2)o1)c1c(N)n(Cc2ccccc2)c(=O)[nH]c1=O | -1.8 | 1.8 | -1.0 | -2.2 | -2.2 | 2.2 | 0.5 | -3.5 | 0.6 | -1.3 | -0.7 |
| 17 | Cc1ccc(NC(=O)CCNS(=O)(=O)c2ccccc2)c(C(=O)c2ccccc2)c1 | -0.6 | 6.0 | 1.7 | -2.5 | -8.6 | 0.4 | -1.9 | 5.8 | 0.7 | -2.3 | -0.7 |
| 18 | CCc1ccc2c(c1)NC(=O)C2(C)Cc1ccc(C(F)(F)F)nc1 (configuration not stated) | -2.1 | 1.5 | 3.4 | -1.0 | 10.0 | -0.6 | · | -1.1 | 0.8 | -1.5 | 0.3 |
| 19 | O=C(OCc1nnc(-c2ccc(Cl)cc2)o1)C12CC3CC(CC(O)(C3)C1)C2 | 5.9 | 0.7 | 4.5 | 2.3 | -4.2 | -2.0 | -0.2 | 1.4 | -0.3 | -0.3 | 0.0 |
| 20 | CN1CCc2nc(NC(=O)c3cccc(OC(F)F)c3)sc2C1 | 5.5 | -33.5 | 6.2 | 0.9 | -3.9 | -47.1 | 0.7 | -55.8 | 2.0 | -0.7 | 1.1 |
| 21 | CCN(Cc1ccc(OC)c(F)c1)C(=O)CCl | 2.4 | -0.5 | -10.8 | -2.6 | 1.8 | -1.5 | -1.7 | -1.6 | -1.4 | -1.0 | -3.3 |
| 22 | O=C(CSCc1c(F)cccc1Cl)NCCc1ccccc1 | 0.0 | 2.3 | 2.5 | 1.9 | -5.3 | 3.3 | -1.2 | -2.6 | -0.2 | -1.5 | 1.1 |

Of the compounds above, 6 contain fluorine.
| no. | Molecule | hgDAF-12 ag | ADAM10 inh | FXN GAA850 act | hcDAF-12 act | HGIII-sPLA2 inh | PLCg1 inh | DAX1 inh-1 | PLCb3 inh | ADAM17 inh | ssDAF12 agonist | DAX1 inh-2 |
| --- | --- | --- | --- | --- | --- | --- | --- | --- | --- | --- | --- | --- |
| 1 | CCn1cc(C(=O)NCCCO)c(=O)c2cc(F)c(N3CCN(C)CC3)cc21 | 0.0 | -149.1 | -0.7 | -1.5 | 0.1 | -27.2 | 1.1 | -40.0 | -54.2 | -1.5 | 0.1 |
| 10 | CCOc1ccccc1CN1CCN(Cc2ccc3cc(F)ccc3n2)CC1CCO (configuration not stated) | 2.5 | -8.8 | 2.0 | 5.0 | 0.4 | -3.8 | 5.4* | -12.9 | -7.4 | 0.1 | 0.1 |
| 18 | CCc1ccc2c(c1)NC(=O)C2(C)Cc1ccc(C(F)(F)F)nc1 (configuration not stated) | -2.1 | 1.5 | 3.4 | -1.0 | 10.0 | -0.6 | · | -1.1 | 0.8 | -1.5 | 0.3 |
| 20 | CN1CCc2nc(NC(=O)c3cccc(OC(F)F)c3)sc2C1 | 5.5 | -33.5 | 6.2 | 0.9 | -3.9 | -47.1 | 0.7 | -55.8 | 2.0 | -0.7 | 1.1 |
| 21 | CCN(Cc1ccc(OC)c(F)c1)C(=O)CCl | 2.4 | -0.5 | -10.8 | -2.6 | 1.8 | -1.5 | -1.7 | -1.6 | -1.4 | -1.0 | -3.3 |
| 22 | O=C(CSCc1c(F)cccc1Cl)NCCc1ccccc1 | 0.0 | 2.3 | 2.5 | 1.9 | -5.3 | 3.3 | -1.2 | -2.6 | -0.2 | -1.5 | 1.1 |
